# p53 reactivation – restores transcriptional activity of mutant p53. H1299 p53-A138V BP100-luciferase reporter, luminescence, 24 h. Potency, µM (series often up to 92.2 µM), for inactives: top-dose activity change, positive = activation, usual class: activators. actives 0.063% (n = 320,000); note: % of control where 0% means no effect; nearly all actives have a fitted effect of over 45% in size
#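 p53-null H1299 cells stably carrying temperature-sensitive p53-A138V and a BP100-luciferase reporter were pinned with compounds (4-point, 1:5 series) and held 24 hrs at 37 deg C. Luminescence was read 10 min after detection reagent.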
# FLuc modulator – firefly luciferase modulation, counter-screen for miR-21 project | P08659 | purified FLuc, Km substrates, luminescence inhibition | Potency, µM (doses to about 57.5 µM), for inactives: at the highest dose activity change, negative = inhibition, hits mostly inhibitors | actives 6.9% (n = 360,000);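 note: plate controls were vehicle for no effect and reference inhibitor for full effect; nearly all actives have a fitted effect of over 55% in size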
# Target sequence (P08659 whole entry, looked up): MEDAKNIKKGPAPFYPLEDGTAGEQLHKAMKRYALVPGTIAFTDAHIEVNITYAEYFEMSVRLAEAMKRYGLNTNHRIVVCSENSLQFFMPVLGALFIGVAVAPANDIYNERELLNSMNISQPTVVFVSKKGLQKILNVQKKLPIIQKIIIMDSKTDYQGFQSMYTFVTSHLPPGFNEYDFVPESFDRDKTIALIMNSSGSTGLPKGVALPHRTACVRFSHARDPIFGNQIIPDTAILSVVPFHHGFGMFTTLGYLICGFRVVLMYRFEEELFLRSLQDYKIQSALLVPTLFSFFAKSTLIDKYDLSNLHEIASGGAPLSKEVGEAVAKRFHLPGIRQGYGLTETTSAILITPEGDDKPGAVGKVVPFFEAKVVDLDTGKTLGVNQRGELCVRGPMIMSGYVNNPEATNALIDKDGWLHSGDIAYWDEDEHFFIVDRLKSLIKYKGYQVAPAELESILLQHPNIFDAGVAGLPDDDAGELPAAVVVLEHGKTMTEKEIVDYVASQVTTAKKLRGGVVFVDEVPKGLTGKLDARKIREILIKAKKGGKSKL
#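 Biochemical qHTS of compounds, final roughly 60 µM downward over six points, against 10 nM purified firefly luciferase using Km concentrations of substrates (10 uM D-luciferin, 10 uM ATP) in Tris acetate pH 7.5 buffer; luminescence output.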
# NPC1 promoter act – activators of NPC1 promoter | Potency, µM (top dose mostly 9.22 µM), without a hit: at the top dose activation, most hits filed as activators | Huh7 NPC1 promoter luciferase reporter, 24 h | actives 2.4% (n = 320,000);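 note: % of control where 0% means no effect; nearly all actives have a fitted effect of over 60% in size; reporter is driven by a mutant NPC1 promoter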
#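 Luminescence from an NPC1 promoter-driven luciferase reporter in stably transfected Huh7 cells was measured after 24 h compound treatment at 37 °C, followed by 10 min ambient incubation with luciferase detection reagent.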
# RORg inh – ROR gamma (mouse) transcription inhibition. P51450. Drosophila S2 Gal4-RORgamma UAS-luciferase reporter, 20 h. Potency, µM (series often up to 53.6 µM), inactives show at the highest dose activity change, negative = inhibition, hits mostly inhibitors. actives 5.4% (n = 310,000). AID 2551; note: % is set by controls: 0 for no effect and ±100 for the full control effect; nearly all actives have a fitted effect of over 60% in size
#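 Luciferase reporter read in Schneider cells carrying Gal4-RORγ (mouse) and UAS-Photinus luciferase; cells given compound 1 h before 700 uM copper sulfate induction, then incubated 20 h at ambient temperature.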
# ELG1 genotoxic – induces genotoxicity in HEK293T cells with luciferase-tagged ELG1; HEK293T ELG1-luciferase reporter, luminescence, 16 h; actives 1.3% (n = 330,000); AID 504466; Potency, µM (doses to about 46 µM), for the others: at the top dose activity change, positive = activation, actives largely listed as activators; note: % of control where 0% means no effect; nearly all actives have a fitted effect of over 60% in size
#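 16 hr compound incubation (37 °C, 5% CO2) of HEK293T cells carrying luciferase-tagged ELG1; luciferase then measured by ONE-Glo luminescence after 30 min at RT.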
# MBNL1-CUG inh – inhibitors of human MBNL1 binding to CUG repeat RNA. Potency, µM (top dose mostly 57.5 µM), for the others: at the highest dose activity change, negative = inhibition, actives largely listed as inhibitors. TR-FRET MBNL1-His/biotin-(CUG)12 binding, 665/545 ratio. actives 0.036% (n = 280,000); active = well fitted inhibition curve with a large enough effect in the signal ratio, with a control signal flat, not every such curve was filed as active; inconclusive = small, poorly fitted or top-dose-only effect, or effect the other way, or a change in a side signal; inactive = no such curve, though single readings can be large or run the other way; the % refers to the signal ratio; note: % is set by controls: 0 for no effect and ±100 for the full control effect
# Target sequence (Q9NR56 whole entry, looked up): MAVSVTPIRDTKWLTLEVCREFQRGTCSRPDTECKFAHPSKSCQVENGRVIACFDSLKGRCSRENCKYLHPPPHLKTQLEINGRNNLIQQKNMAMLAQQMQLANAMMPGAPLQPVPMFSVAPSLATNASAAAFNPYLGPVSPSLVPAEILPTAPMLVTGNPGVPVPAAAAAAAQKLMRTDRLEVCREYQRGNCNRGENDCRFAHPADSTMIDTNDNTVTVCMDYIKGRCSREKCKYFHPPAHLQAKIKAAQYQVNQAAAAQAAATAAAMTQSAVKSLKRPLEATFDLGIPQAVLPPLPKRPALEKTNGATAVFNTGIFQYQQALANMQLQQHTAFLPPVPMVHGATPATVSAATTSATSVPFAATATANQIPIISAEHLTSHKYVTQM
#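 TR-FRET between His-tagged MBNL1 and biotin-(CUG)12 RNA, detected with Tb anti-His antibody (0.055 ng/ul) and streptavidin-XL665 (5 nM), 60 min at room temperature. Compounds titrated 92 nM to 58 uM; 665/545 nm ratio normalized to buffer and complex controls.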
# uPA generation – blocks generation of uPA at the cell surface; Potency, µM (top dose mostly 38.3 µM), for the others: at the top dose activity change, negative = inhibition, hits mostly inhibitors; cell surface uPA generation assay, qHTS; AID 540303; actives 0.31% (n = 330,000); active = well fitted inhibition curve with a large enough effect; inconclusive = small, poorly fitted or top-dose-only effect; inactive = no such curve, though single readings can be large or run the other way; tested in mouse RAW 264.7 cells; note: % is set by controls: 0 for no effect and ±100 for the full control effect; nearly all actives have a fitted effect of over 55% in size
# Rab9 promoter act – Rab9 promoter activation. Huh7 Rab9 promoter-luciferase reporter, luminescence, 24 h. Potency, µM (top dose mostly 9.22 µM), inactives show at the top dose activation, negative = inhibition, most hits filed as activators. actives 2.8% (n = 320,000). AID 485297; note: % of control where 0% means no effect; nearly all actives have a fitted effect of over 60% in size
#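 Stable Rab9-luc Huh7, 1500 cells/well, 2 h settle; cmpd in DMSO, 24 h, 37 °C/5% CO2; luciferase reagent 10 min RT; luminescence.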
# VP16 counter – counter-screen for ROR gamma inhibitors: Gal4-VP16 reporter; Drosophila S2 Gal4-VP16 UAS-luciferase, luminescence, 20 h; Potency, µM (highest dose often 53.6 µM), without a hit: at the top dose activity, negative = inhibition, actives largely listed as inhibitors; actives 3.5% (n = 310,000); AID 2546;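 note: Gal4-VP16 expression switched on by copper sulfate through the metallothionein promoter; % is set by controls: 0 for no effect and ±100 for the full control effect; nearly all actives have a fitted effect of over 50% in size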
# BRCA1 expr act – increases BRCA1 expression | MCF7-BRCA1-FFLuc reporter, luminescence, 48 h; response scale: scaled: vehicle 0%, 10 µM genistein 100% | Potency, µM (titrated, usually from 46.1 µM), without a hit: top-dose activation, actives largely listed as activators | actives 1.1% (n = 380,000) | AID 624202; note: nearly all actives have a fitted effect of over 80% in size; some results filed as inactive show a strong effect at the top dose
#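 Reporter cells (MCF7, BRCA1 promoter-firefly luciferase) received library compounds across a concentration series for 48 h. End-point luminescence was measured and concentration-effect curves derived after normalization.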
# CXXC DNA block – inhibitors of human MLL CXXC domain-DNA interaction; Q03164; MLL-CXXC / FITC-HOXA9 DNA fluorescence polarization; Potency, µM (highest dose often 115 µM), for the others: at the top dose activity change, negative = inhibition, actives largely listed as inhibitors; actives 0.037% (n = 290,000); active = well fitted inhibition curve with a large enough effect in the polarisation, with a control signal flat, not every such curve was filed as active; inconclusive = small, poorly fitted or top-dose-only effect, or effect the other way, or a change in a side signal; inactive = no such curve, though single readings can be large or run the other way; the % refers to the polarisation
#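 Steps: dispense CXXC domain solution (7 uM) → pin compounds or unlabeled HOX-A9 DNA control → 5 min ambient → add FLSN-HOX-A9 solution (50 nM) → spin → 30 min ambient → fluorescence polarization. Tris pH 7.5/NaCl/DTT/BSA buffer.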
# * hit, by the source's call; ? = inconclusive; / = no result given; [ ] = dose if it differs, or a comment. Unless noted, calls come from the whole dose curve; as a rule, active = well fitted curve in the direction sought with a large enough effect; inconclusive = small, poorly fitted or top-dose-only effect, or another doubt; inactive = no such curve, though single readings can be large; an effect the other way counts as inactive or inconclusive. Potency is the fitted concentration of half-maximal effect. An excerpt; the hit share may differ from the screen's.
SMILES,p53 reactivation,FLuc modulator,NPC1 promoter act,RORg inh,ELG1 genotoxic,MBNL1-CUG inh,uPA generation,Rab9 promoter act,VP16 counter,BRCA1 expr act,CXXC DNA block
CCN(C(=O)CSc1nc2ccccc2n1C)C1CCS(=O)(=O)C1 (stereo not given),2%,2%,-1%,/,0%,/,9%,0%,/,-8%,/
COc1ccc(/C=C2\SC(=S)N(CC(=O)NNC(=O)c3ccncc3)C2=O)cc1,6%,5.4µM*,2%,-2%,2%,/,-7%,4%,3%,-14%,?
CCOC(=O)c1c2ccccc2[n+]([O-])n1[C@@H](C)C(N)=O,1%,1%,-3%,/,3%,/,-4%,1%,/,0%,/
COc1cccc(CNC(=O)CCC2CCCN(C(=O)c3ccoc3C)C2)c1 (stereo not given),-1%,-3%,-1%,-1%,0%,5%,2%,-1%,5%,-2%,6%
CCc1nnc(NC(=O)c2sc3nc4c(cc3c2N)CCCCC4)s1,?,1.7µM*,2.2µM*,?,?,20%,-12%,1.6µM*,?,?,9%
C/C(=N\NC(=O)c1ccco1)c1ccc(C(=O)O)s1,25%,3%,-6%,31%,7%,?,-9%,-3%,23%,67%,2%
Cc1cc(C)nc(N2CCCC(C(=O)Nc3nnc(C(C)(C)C)s3)C2)n1 (stereo not given),1%,2%,-3%,-6%,-4%,-11%,8%,-3%,3%,0%,4%
CC(NC(=O)NCCCC(=O)O)(C(F)(F)F)C(F)(F)F,2%,-1%,-7%,-11%,-1%,-9%,9%,-3%,-4%,-18%,1%
O=C(NCCc1ccc(F)cc1)c1ccc(S(=O)(=O)N2CCCC2)cc1,3%,/,-1%,/,-6%,/,3%,-5%,/,16%,/
COc1ccc(C(=O)NCc2nnc(SCC(=O)N3CCC(C)CC3)o2)cc1OC,-2%,-1%,1%,1%,-1%,-5%,-2%,1%,11%,-10%,20%
O=C(O)CCCNc1ccc([N+](=O)[O-])c(NCCCC(=O)O)n1,1%,2%,0%,-15%,-1%,?,2%,-6%,2%,-16%,17%
CCOc1ccc(S(=O)(=O)N(C(=O)c2ccco2)c2cc3sc(=O)oc3c3ccccc23)cc1,-5%,1%,-3%,?,-10%,/,-3%,21%,?,-14%,1%
CN(C)CCCNCCCCNC(=O)/C=N/O,-3%,-1%,-1%,-25%,-4%,-6%,1%,6%,-4%,0%,-17%
C=CCNC(=S)Nc1ccc(Br)cc1F,?,-2%,-2%,16µM*,-2%,-21%,-24%,1%,?,?,-1%
CC(C)(C)Cc1nc(-c2ccccn2)no1,?,?,?,6%,18µM*,-12%,3%,?,7%,10µM*,5%
Cc1ccc(-n2c(SCC(=O)Nc3nccs3)nc3c(c2=O)SCC3)cc1,-1%,-1%,-2%,12%,3%,4%,3%,0%,1%,-8%,16%
O=C(c1ccco1)N1CCN(Cc2cccc(F)c2)CC1,6%,0%[2.3 µM],8%,17%,0%,-5%,0%,-1%,0%,33%,-8%
C=CCN(CC=C)CCOc1cccc2ccccc12,-3%,1%,0%,-2%,-3%,-3%,6%,-2%,10%,-7%,-2%
Cc1nc2ccc(NC(=O)N3CCN(c4ccccn4)CC3)cc2s1,9%,3%[2.3 µM],11%,23%,-1%,-8%,2%,8%,-4%,7%,4%
Cn1c2ccsc2c2ncn(Cc3ccccc3F)c(=O)c21,8%,-4%,0%,/,5%,/,24%,-3%,/,29%,/
COc1cc(S(=O)(=O)N2CCCCCC2)c(OC)cc1Br,3%,-2%,-8%,-30%,-1%,-6%,-4%,-3%,6%,-33%,-6%
CC(=O)Nc1sc(C)c(C)c1C(=O)OCC(=O)Nc1cc(S(C)(=O)=O)ccc1Cl,-5%,0%,1%,0%,-4%,/,-8%,-5%,2%,-20%,-4%
CC1(C)Cc2ccccc2-c2nnc(-c3ccco3)n21,5%,-9%,-2%,8%,-4%,2%,-2%,-4%,20%,2%,-7%
O=C(c1cc(=O)[nH]c2ccccc12)N1CC=C(c2ccccc2)CC1,-5%,1%,0%,/,-1%,/,0%,0%,/,-8%,/
COc1ccc(N2C(=O)CSC2c2ccc3c(c2)OCO3)c(OC)c1 (stereo not given),0%,-1%,-1%,-18%,3%,-3%,-3%,8%,14%,-58%,6%
# New compounds follow.
SMILES,p53 reactivation,FLuc modulator,NPC1 promoter act,RORg inh,ELG1 genotoxic,MBNL1-CUG inh,uPA generation,Rab9 promoter act,VP16 counter,BRCA1 expr act,CXXC DNA block
COc1ccccc1CN1CC(C(=O)NCc2ccc(N3CCCC3=O)cc2)CCC1=O (stereo not given),-3%,2%,0%,0%,0%,0%,-6%,-5%,7%,-1%,6%
FC(F)(F)c1nc(N2CCCC2)ncc1-c1nnnn1-c1ccc(Cl)cc1,3%,1%,-5%,-40%,-4%,3%,-5%,-4%,16µM*,-38%,-2%
CC1CCN(CC(O)COc2ccc(-c3ccccc3)cc2)CC1 (stereo not given),/,1%,0%,-8%[1.91 µM],-3%,-1%,-4%,-1%,7%,-31%,20%
COc1cc2[nH]c(=S)n(Cc3ccco3)c(=O)c2cc1OC,2%,1%,3%,11µM*,6%,1%,13%,-7%,?,0%,14%
COc1cccc(C(=O)NNC(=O)c2cccnc2)c1,1%,4%,-3%,-3%,-1%,2%,1%,0%,-6%,2%,6%
C[C@H](NC(=O)c1nc[nH]c1C(=O)N[C@@H](CCCCN)C(=O)OC(C)(C)C)C(=O)OC(C)(C)C,-3%,-1%,-3%,/,0%,/,8%,-7%,/,0%,/
CSc1sc(C(=O)O)c(C)c1C(C)=O,0%,0%,-1%,2%,-9%,-7%,-2%,-3%,0%,-12%,2%
COc1ccccc1CCNC(=O)c1ccc(Br)s1,7%,13µM*,-3%,0%,12%,2%,-2%,0%,-10%,8.9µM*,-2%
Cc1ccccc1Nc1nc(-c2ccccc2)c(C(=O)Nc2cccnc2)s1,-13%,15µM*,0%,?,-2%,35%[activator],30%,2%,-17%,16%,?
Cn1c(=O)n(C)c2cc(N3CCOCC3)c(NC(=O)c3cccc(Cl)c3)cc21,-7%,0%,-1%,-10%,1%[9.26 µM],-1%,-4%,-2%,0%,-1%,-4%
CCOC(=O)C1CCCN(C(=O)c2cc(S(=O)(=O)N3CCCCC3)ccc2Cl)C1 (stereo not given),3%,-2%,-9%,/,-4%,/,-4%,-6%,/,-16%,/
COc1ccc(-c2cc(C(=O)Nc3cc(C)on3)c3ccccc3n2)c(OC)c1,-20%,-5%,-2%,-28%,-12%,30%,4%,0%,-5%,-34%,22%
Cc1cc(C)c(NC(=O)CNC(=O)COC(=O)Cc2cccs2)c(C)c1,-2%,6%,-10%,/,-1%,/,-4%,-1%,/,-11%,/
CCn1c(SCC(=O)Nc2cc(C)on2)nnc1-c1ccco1,5%,-1%,-1%,-19%,0%,-14%,2%,-2%,-1%,27%,-5%
CCOc1cc(C(=O)NCC(=O)N/N=C/c2sccc2C)cc(OCC)c1OCC,-1%,-5%,-6%,4%,-9%,19%,-6%,-4%,5%,-14%,0%
Cc1ccc(SCC(=O)OC(C)C(=O)NC2(C#N)CCCCC2)cc1 (stereo not given),-4%,3%,0%,/,-1%,/,?,-3%,/,-6%,/
CCC(C)(C)C1CCc2[nH]nc(C(=O)NC3CCCC3)c2C1 (stereo not given),6%,-14%,12%,/,-4%,/,-1%,17%,/,42%,/
CCCCN(CC)CCNC(=O)c1cc2c(=O)[nH]c3ccccc3c2s1,5%,-2%,-2%,-20%,0%,?,3%,-9%,-1%,13%,5%
c1ccc2c(-c3ccncc3)c[nH]c2c1,-6%,-15%,1%,-12%,-8%,-1%,5%,4%,-14%,?,-4%
Cc1ccc(C(=O)NCc2ccco2)cc1S(=O)(=O)N1CCOCC1,-3%,0%,-1%,28%,22%,4%,-1%,-1%,-2%,1%,3%
Cc1ccc(-c2nnc3c(C(F)(F)F)nc4ccccc4n23)cc1,9%,4%,-5%,11%,0%,?,-2%,-9%,5%,-83%[inhibitor],0%
CS(=O)(=O)N1CCCC(C(=O)NCCCN2CCC(Cc3ccccc3)CC2)C1 (stereo not given),20%,0%,1%,-12%[0.365 µM],-6%,-5%,8%,-3%,/,-1%,3%
COC(=O)COc1cccc(NC(=O)c2cccs2)c1,0%,?,-1%,1%,-5%,0%,0%,-6%,-9%,6%,-2%
CCOC(=O)CSc1nnc(-c2ccc(NS(=O)(=O)c3ccc(C)cc3)cc2)o1,-17%,-1%,-1%,-1%[0.365 µM],-4%,4%,0%,2%,/,-52%,4%

# High-throughput results (PubChem BioAssay)
